Screening results (PubChem BioAssay)
CendR NRP1 mod: modulators of CendR peptide binding to NRP-1, primary screen, biochemical, fluorescence polarization, uHTS; Neuropilin-1 (Homo sapiens), O14786; FAM-RPARPAR peptide binding to NRP-1; inhibition, % at 25 µM; actives 0.85% (n = 360,000); AID 602438, 2012;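 active means inhibition or corrected inhibition above about 18%, plus a signal ratio from 0.5 to 1.5, limit read from the data, passing the limit was not always enough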; further: strong numbers were not always called active
E coli Lon inh: inhibitors of E. coli Lon protease, primary screen, biochemical, fluorescence polarization. actives 0.42% (n = 360,000). purified E. coli Lon protease. inhibition, % at 7.94 µM; in the data active means inhibition above about 13%, passing the limit was not always enough;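 further: 0% = enzyme with probe and DMSO and 100% = no enzyme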
bovine MsrA act: bovine MsrA enzyme activators, primary screen, biochemical, absorbance, HTS | Methionine sulfoxide reductase A (Bos taurus) | purified bovine MsrA, absorbance read-out | activation, % at 10.6 µM | actives 0.3% (n = 360,000) | AID 602163, 2012; in the data active means activation above about 7.5%;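 further: 0% = vehicle and 100% = reference activator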
Neddyl block: inhibitors of cullin neddylation, primary screen, biochemical, TR-FRET, uHTS, NAE and Ubc12; NEDD8-conjugating enzyme Ubc12 (Homo sapiens) + NEDD8-activating enzyme E1 regulatory …; calls only at 25 µM; actives 0.58% (n = 360,000); AID 651699, 2012; in the data active means inhibition above about 36%
SKN-1 block: suppressors of acrylamide-induced Pgst-4::GFP reporter in worms, primary screen, SKN-1 inhibitor project, whole organism, uHTS, GFP/RFP fluorescence ratio, strain VP596; inhibition, % at 21.8 µM; actives 0.49% (n = 360,000); C. elegans VP596 Pgst-4::GFP/RFP ratio, 24 h;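 active means interference check ratio from 0.5 to 1.5 plus GFP to RFP signal ratio inhibition reaching or exceeding a fixed threshold, cut at about 30% in these data, passing the limit was not always enough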; further: some compounds called inactive have numbers as strong as hits
MT1-MMP act inh: blockers of MT1-MMP proenzyme processing, primary screen, HT1080 RFP-PRO-GFP cells, GFP/RFP fluorescence; Matrix metalloproteinase-14 (Homo sapiens), P50281; GFP/RFP ratio fluorescence, overnight; percent of plate control window, DMSO zero; GFP/RFP ratio change, % at 20 µM; actives 0.061% (n = 360,000); AID 651647, 2012;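 active means GFP/RFP ratio change of at least 30% with cell ATP level not reduced by more than half and red fluorescence within 50% of control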; further: strong numbers were not always called active
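Assay system: HT1080 RFP-PRO-GFP cells. Benchmarks: DMSO vehicle wells and RFP-L50D-GFP reporter cell wells. Times: overnight cell settling, then overnight compound exposure, 37 °C, 5% CO2. Compound: 20 µM single dose, 1% DMSO. Read-out basis: GFP/RFP fluorescence ratio.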
FAS-TE inh: FAS thioesterase domain inhibitors, primary screen, biochemical, fluorescence intensity, uHTS; Fatty acid synthase (Homo sapiens), P49327; recombinant FAS-TE, OMFH fluorogenic substrate, fluorescence endpoint; inhibition, % at 15 µM; actives 0.67% (n = 360,000); AID 602261, 2012;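 active means compounds whose normalised, plate-corrected inhibition of enzyme fluorescence in the single-dose primary screen is 50% or more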;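 further: 0% = DMSO with enzyme and 100% = substrate without enzyme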
Rin1-Abl PPI inh: inhibitors of Rin1-Abl protein binding, primary screen, biochemical, TR-FRET; AID 588664, 2011; inhibition, % at 7.35 µM; actives 0.4% (n = 360,000); Tyrosine-protein kinase ABL1 (Homo sapiens) + Ras and Rab interactor 1 (Homo sapiens), …; in the data active means inhibition above about 5%, passing the limit was not always enough
MsrA inhibitor: bovine MsrA enzyme inhibitors, primary screen, biochemical, absorbance, HTS. Methionine sulfoxide reductase A (Bos taurus). purified bovine MsrA, absorbance read-out. inhibition, % at 15.5 µM. actives 0.75% (n = 360,000); in the data active means inhibition above about 4.5%;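 further: 0% = vehicle wells with enzyme and 100% = reference inhibitor wells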
An asterisk follows results filed as active; i = inactive; nt = no result given. An unsorted share of the library. About 4.2% of those tested had a hit in this group.

SMILES | CendR NRP1 mod | E coli Lon inh | bovine MsrA act | Neddyl block | SKN-1 block | MT1-MMP act inh | FAS-TE inh | Rin1-Abl PPI inh | MsrA inhibitor
O=C(NCCCCNC(=O)c1ccc(Cl)s1)c1ccc(Cl)s1 | 14 | -15 | -4 | i | -29 | 3 | -2 | 1 | -0.7
Cc1ccc(S(=O)(=O)N2CCC(C(=O)OCCOc3ccccc3)CC2)cc1C | 7 | 1 | -6 | i | 8 | 5 | 28 | 2 | 0.4
COc1ccc(CCNC(=O)CN2C(=O)NC(Cc3c[nH]c4ccccc34)C2=O)cc1 (centres undefined) | 0 | -4 | -2 | i | 29 | -2 | -2 | 1 | -1.3
CCn1c2c(c3ccc(OC)cc31)CCCC2=O | 6 | 5 | -1 | i | 9 | -8 | -2 | -3 | 2.8
COc1ccc(C)cc1NC(=O)NNS(=O)(=O)c1ccc(NC(C)=O)cc1 | -5 | -2 | -5 | i | -28 | -2 | -7 | 5 | -0.1
C=CCC(=O)NC1CC(C)(C)Cc2c1cnn2-c1ccc(C)cc1 (centres undefined) | 3 | 3 | 0 | i | 18 | -1 | -6 | 2 | 0.6
CN1CCOC1c1ccc(C2OCCN2C)cc1 (centres undefined) | 9 | 5 | -5 | i | -4 | -2 | -6 | 0 | -0.6
O=C(NCc1cccc(Cl)c1)c1ccc(CS(=O)Cc2ccc(Cl)cc2)o1 (centres undefined) | 1 | -1 | -2 | i | -1 | 4 | 6 | 3 | -0.8
COc1ccc(N2C(=O)CCC(C(=O)Nc3ccccn3)C2c2ccc(OC)c(OC)c2)cc1 (centres undefined) | 11 | 1 | -3 | i | -6 | -1 | -9 | 2 | -0.4
Cc1cccc(-c2nc(CS(=O)CC(=O)NCc3ccco3)c(C)o2)c1 (centres undefined) | -8 | 0 | -1 | i | 11 | -1 | -3 | -2 | -0.5
N#Cc1c(CSCC(=O)O)cc(=O)n2c1[nH]c1ccccc12 | -29 | -11 | -2 | i | 1 | 1 | -3 | -2 | 0.1
CCOC(=O)/C=C/C(=O)OCC(=O)Nc1ccc(Cl)cn1 | 1 | -8 | -1 | i | 3 | -4 | 0 | 0 | -0.8
CC(=O)c1cccc(NC(=O)c2cc(=O)[nH]c3ccccc23)c1 | 9 | -7 | -3 | i | 13 | -4 | -7 | 2 | 0.9
CC(NC(=O)C1CCN(CCOc2ccc(Cl)cc2)CC1)c1cccc2ccccc12 (centres undefined) | -10 | 10 | 1 | i | 23 | 10 | 7 | -1 | -0.6
Nc1nc(SCc2ccc3c(c2)OCCO3)n[nH]1 | 3 | 3 | -1 | i | 15 | 1 | -7 | 1 | 0.8
Cc1ccc(COc2ccc(/C=N/NC(=O)c3ccc(CN4CCOCC4)cc3)cc2)cc1 | 12 | -7 | -3 | i | -12 | 7 | -2 | 1 | -0.3
Cc1ccc(C2(C)NC(=O)N(CC(=O)N(C)CC(=O)Nc3cccc4ccccc34)C2=O)cc1 (centres undefined) | 0 | -13 | 0 | i | 13 | 2 | -2 | 2 | -0.9
Cn1c(=O)n(C)c2cc(NC(=O)CSc3ccccc3)ccc21 | 2 | -2 | -9 | i | -16 | 3 | -2 | 0 | -1.3
COc1ccc(CCNC(=O)c2c(O)c3c([nH]c2=O)CCCC3)cc1OC | 2 | 0 | -1 | i | 8 | -4 | -2 | -1 | 1.1
CC(=O)Nc1ccc(NC(=O)[C@H](C)NC(=O)c2ccco2)cc1 | 11 | 53* | -2 | i | 2 | 4 | -7 | -1 | -0.3
CCOc1ccccc1/C=C(\C#N)C1=CCCC1 | -10 | 5 | -4 | i | 13 | 2 | -2 | -1 | -0.2
Cc1nnc(NC(=O)CSc2nnc(CNC(=O)c3ccc(S(=O)(=O)N(C)C)cc3)o2)s1 | 7 | -1 | -4 | i | 15 | 2 | -3 | 1 | 0.4
O=c1cc(-c2cccc([N+](=O)[O-])c2)[nH][nH]1 | -3 | 0 | -5 | i | 7 | 7 | -3 | 4 | -0.9
COc1ccc(-c2c(C(=O)c3ccccc3)[nH]c(N)c2C(=O)NCc2ccccc2)cc1OC | -11 | -3 | -7 | i | -4 | -2 | 2 | nt | 0.5
Cc1cccc(-n2c(N)cc(=O)nc2SCC(=O)Nc2ccccc2)c1 | 1 | 0 | -5 | i | -7 | -3 | -4 | 3 | 0.7
COc1ccc(N2CCN(C(=O)c3ccc(Oc4ccc(C(F)(F)F)cn4)cc3)CC2)cc1 | 4 | -6 | 0 | i | 3 | 0 | 14 | -2 | -0.3
CCOC(=O)c1nn(-c2ccc(C)c(C)c2)c(=O)c(C#N)c1C | 14 | -7 | -3 | i | 2 | 0 | 17 | 0 | 1.2
CN(Cc1ccccc1)CC(O)COc1ccc(CNCCc2ccncc2)cc1 (centres undefined) | -3 | -10 | -3 | i | -6 | 6 | -5 | -2 | -0.5
CN(c1ccc(OCC(=O)OCC(=O)Nc2ccccc2)cc1)S(=O)(=O)c1cccs1 | -1 | 8 | -4 | i | 4 | 6 | 3 | 0 | 2.6
COC(=O)C1CCN(C(=O)c2cc(S(=O)(=O)N3CCCCC3)ccc2Cl)CC1 | -3 | -7 | -5 | i | -3 | 3 | -7 | -4 | -0.6
CN(C)c1ccc(C(=S)NC2CCCCC2)cc1 | -7 | 2 | -16 | i | -2 | 3 | 8 | 0 | 0.7
Cc1ccc(NC(=O)NCc2cccnc2)cc1 | 4 | 2 | -2 | i | 1 | 1 | -3 | 2 | 0.5
O=S(=O)(NC1CCSc2ccccc21)c1ccc(Cl)nc1 (centres undefined) | -6 | -3 | -2 | i | -9 | -1 | 4 | 1 | -0.8
C[C@H](CO)N1C[C@H](C)[C@@H](CN(C)C(=O)NC2CCCCC2)Oc2ccc(NS(=O)(=O)c3ccccc3)cc2C1=O | 0 | -3 | 0 | i | 6 | 1 | -9 | 0 | -1.1
COC(=O)c1ccc(NC(=O)N2CCCC(C(=O)c3ccccc3OC)C2)cc1 (centres undefined) | -9 | 1 | 1 | i | -16 | 1 | 0 | 6 | 0.1
CCC(=O)N1CCN(c2ccc(NC(=O)c3ccco3)cc2Cl)CC1 | 7 | -10 | -3 | i | 25 | 1 | -8 | 1 | -0.6
Cc1nnc(NC2CCCCC2)[nH]c1=O | 11 | -10 | -1 | i | -1 | 2 | -13 | -3 | -1.2
CCOc1ccc(Nc2nc3ccccc3n2C)cc1 | -1 | 4 | -1 | i | -5 | 4 | 2 | 1 | -0.8
COc1ccc(/C=C2\SC(=S)N(CCC(=O)NCCc3ccc(O)cc3)C2=O)cc1 | -4 | -1 | -4 | i | 6 | 3 | 14 | -5 | 0.2
COc1ccc(C(=O)N/N=C/c2c(C)[nH]c(=O)[nH]c2=O)cc1 | 3 | 1 | -4 | i | -1 | -2 | 0 | -3 | 2.3
C=CCN1c2ccc(Br)cc2C(=O)CS1(=O)=O | 18 | -13 | -1 | i | 21 | 3 | -4 | -2 | 0.0
CCCOc1ccc(C(=O)N2CCN(Cc3ccc4c(c3)OCO4)CC2)cc1 | 8 | -4 | -1 | i | 14 | 0 | 2 | 1 | 0.6
COc1ccc(CN(C(=O)c2cc3ccccc3oc2=O)C2CCS(=O)(=O)C2)cc1OC (centres undefined) | 14 | 6 | -5 | i | -2 | -1 | -2 | 3 | 1.4
Cc1ccc2c(C)cc[n+](CCCS(=O)(=O)[O-])c2c1 | 2 | 8 | -1 | i | -3 | 1 | -3 | -4 | -0.8
COc1ccccc1N1CCN(C(=O)c2oc3ccc(Br)cc3c2C)CC1 | -10 | -3 | 1 | i | 0 | -11 | 33 | 2 | -0.2
CCOc1ccc(C2CC(c3ccccc3)Nc3nc(N)nn32)cc1 (centres undefined) | -2 | -2 | -2 | i | -1 | -4 | -4 | -7 | 2.0
COc1ccc(C(C)=O)cc1CN1C(=O)NC2(CCCCC2C)C1=O (centres undefined) | -10 | -4 | -5 | i | 3 | -2 | -5 | 2 | -1.7
COc1ccccc1C(O)(c1ccccc1)c1ccccc1OC | 8 | -9 | -4 | i | -4 | -8 | 11 | 2 | -0.8
Cc1ccccc1NC(=O)CCNS(=O)(=O)c1ccc2c(c1)CCC(=O)N2 | -6 | 6 | -3 | i | -4 | -2 | -12 | -2 | -0.9
CCOc1ccc(N(C(C)C(=O)N/N=C(\C)c2cccc(NC(=O)c3ccccc3)c2)S(C)(=O)=O)cc1 (centres undefined) | 3 | -3 | 0 | i | 21 | 2 | 23 | -2 | -1.8

Compounds listed so far containing two or more sulfur atoms, in the order listed:
SMILES | CendR NRP1 mod | E coli Lon inh | bovine MsrA act | Neddyl block | SKN-1 block | MT1-MMP act inh | FAS-TE inh | Rin1-Abl PPI inh | MsrA inhibitor
O=C(NCCCCNC(=O)c1ccc(Cl)s1)c1ccc(Cl)s1 | 14 | -15 | -4 | i | -29 | 3 | -2 | 1 | -0.7
Cc1nnc(NC(=O)CSc2nnc(CNC(=O)c3ccc(S(=O)(=O)N(C)C)cc3)o2)s1 | 7 | -1 | -4 | i | 15 | 2 | -3 | 1 | 0.4
CN(c1ccc(OCC(=O)OCC(=O)Nc2ccccc2)cc1)S(=O)(=O)c1cccs1 | -1 | 8 | -4 | i | 4 | 6 | 3 | 0 | 2.6
O=S(=O)(NC1CCSc2ccccc21)c1ccc(Cl)nc1 (centres undefined) | -6 | -3 | -2 | i | -9 | -1 | 4 | 1 | -0.8
COc1ccc(/C=C2\SC(=S)N(CCC(=O)NCCc3ccc(O)cc3)C2=O)cc1 | -4 | -1 | -4 | i | 6 | 3 | 14 | -5 | 0.2

Next part:
SMILES | CendR NRP1 mod | E coli Lon inh | bovine MsrA act | Neddyl block | SKN-1 block | MT1-MMP act inh | FAS-TE inh | Rin1-Abl PPI inh | MsrA inhibitor
Cc1ccc2c(CSc3nc4ccccc4c(=O)n3CCCO)cc(=O)oc2c1 | 11 | -3 | -2 | i | 12 | 0 | 15 | -3 | 1.0
O=C(c1ccc(-c2ccccc2Cl)o1)N1CCN(c2ccccc2O)CC1 | 2 | -1 | -11 | i | -1 | -3 | 14 | -1 | 0.3
Cc1cccc(C)c1NC(=S)NCc1ccccc1 | 7 | 1 | -2 | i | -1 | -7 | -4 | 5 | 0.7
O=C(O)/C=C/C(=O)Nc1ccc(-n2nccc2C(F)(F)F)cc1 | -13 | 1 | -13 | i | -15 | nt | -7 | -2 | -0.4
COc1ccccc1C(=O)N(Cc1ccc(C)o1)C1CCS(=O)(=O)C1 (centres undefined) | 9 | -9 | -3 | i | -3 | -1 | -12 | -1 | -0.4
CCN(CC)S(=O)(=O)c1cccc(C(=O)N2CCCCC2)c1 | 12 | 13 | -1 | i | -3 | -1 | -6 | 2 | -1.5
O=C1Nc2ccccc2-n2nnnc2C1N1CCc2ccccc2C1 (centres undefined) | -3 | nt | nt | i | 6 | 1 | nt | nt | -1.3
CC1(C)CC(Cc2nc(=S)[nH][nH]2)C(=O)O1 (centres undefined) | 4 | -9 | 1 | i | 4 | 3 | -1 | 0 | -0.3
Cc1ccc(NC(=O)NC(=O)CSc2nnnn2C)c(C)c1 | -1 | 1 | -2 | i | 1 | 6 | -8 | -2 | -0.5
